Source: PubChem BioAssay (Sanford-Burnham Center for Chemical Genomics)
EBI2 antag: blocks human EBI2 receptor beta-arrestin signaling; inhibition, % at 5 µM; 360,000 tested, 0.81% active; EBI2 beta-arrestin recruitment, luminescence, 7a,25-OHC stimulated; P32249; AID 651636; in the data active = inhibition above about 38%;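 also: enzyme fragment complementation signal reports receptor beta-arrestin coupling in cells; 0% = agonist plus DMSO wells and 100% = wells without agonist; some results beyond the cut were filed as inactive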
Gli-Sufu block: Gli-Sufu pathway antagonism. Sufu-KO-LIGHT fibroblasts, Gli luciferase reporter luminescence. inhibition, % at 5 µM. 340,000 tested, 0.74% active. AID 588413;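 active = inhibition above about 55%, limit read from the data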;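 also: 0% = DMSO-treated cells and 100% = wells with medium but no cells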
NR3A LBD binder: modulates the human NR3A ligand-binding domain | NR3A LBD differential scanning fluorimetry, Tm shift; 0% = protein alone, 100% = glycine-bound protein | Tm shift relative to glycine control, % at 25 µM | 340,000 tested, 2.5% active | AID 1259313;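 active = melting temperature shift of at least 10% of the positive control shift, at one fixed dose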
MPTP block: inhibitors of mitochondrial permeability transition pore | isolated mouse mitochondria, Ca2+ swelling absorbance, 30 min | inhibition, % at 10 µM | 360,000 tested, 1.4% active;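 active = inhibition of 50% or more, scaled per plate between neutral and stimulator controls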;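 also: 0% = DMSO wells given calcium and 100% = 1 mM EGTA wells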
APOBEC3A inh: inhibitors of human APOBEC3A DNA deaminase; P31941; recombinant A3A, FAM/TAMRA ssDNA deamination fluorescence; inhibition, % at 20 µM; 330,000 tested, 0.41% active; AID 493011;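 active = at least 40% inhibition at 20 µM here, with at most 30% in a related deaminase screen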;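 also: plate controls were A3A with DMSO for no effect and wells lacking A3A enzyme for full effect; some results filed as inactive read as strong as hits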
Target sequence (P31941 whole entry, looked up): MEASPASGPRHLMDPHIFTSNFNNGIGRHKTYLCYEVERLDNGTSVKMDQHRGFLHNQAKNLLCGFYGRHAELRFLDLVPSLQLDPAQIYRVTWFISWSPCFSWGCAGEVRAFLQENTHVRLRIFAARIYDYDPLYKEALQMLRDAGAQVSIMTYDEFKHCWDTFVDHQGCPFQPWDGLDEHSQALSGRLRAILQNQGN
CXCR6 inh: CXCR6 (human) receptor inhibition. O00574. CHO-K1 PathHunter CXCR6 beta-arrestin, luminescence. inhibition, % at 20 µM. 360,000 tested, 0.36% active. AID 602244; in the data active = inhibition above about 34%, passing the limit was not always enough;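 also: antagonist mode with CXCL16 agonist at 10 nM final; 0% = 10 nM CXCL16 with DMSO and 100% = unstimulated wells without agonist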
Target sequence (O00574 whole entry, looked up): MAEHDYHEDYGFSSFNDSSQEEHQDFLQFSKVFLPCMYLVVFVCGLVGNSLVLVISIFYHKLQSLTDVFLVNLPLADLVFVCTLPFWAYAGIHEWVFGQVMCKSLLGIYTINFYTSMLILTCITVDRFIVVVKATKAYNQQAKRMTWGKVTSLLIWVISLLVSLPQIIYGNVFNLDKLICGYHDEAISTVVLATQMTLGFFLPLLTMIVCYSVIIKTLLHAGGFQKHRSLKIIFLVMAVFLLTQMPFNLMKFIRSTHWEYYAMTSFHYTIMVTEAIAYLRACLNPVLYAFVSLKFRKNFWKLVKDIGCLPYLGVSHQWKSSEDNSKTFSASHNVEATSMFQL
CCR6 antagonist: CCR6 (human) receptor antagonism. 340,000 tested, 0.49% active. CHO-K1 CCR6 PathHunter beta-arrestin, luminescence, CCL20-stimulated. inhibition, % at 20 µM. P51684;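 active = compounds whose inhibition of the agonist-driven luminescence signal at 20 µM reaches about 50%, limit read from the data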;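 also: cells stimulated with CCL20 at 14 nM final; plate controls were DMSO with CCL20 for no effect and DMSO without agonist for full effect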
Target sequence (P51684 whole entry, looked up): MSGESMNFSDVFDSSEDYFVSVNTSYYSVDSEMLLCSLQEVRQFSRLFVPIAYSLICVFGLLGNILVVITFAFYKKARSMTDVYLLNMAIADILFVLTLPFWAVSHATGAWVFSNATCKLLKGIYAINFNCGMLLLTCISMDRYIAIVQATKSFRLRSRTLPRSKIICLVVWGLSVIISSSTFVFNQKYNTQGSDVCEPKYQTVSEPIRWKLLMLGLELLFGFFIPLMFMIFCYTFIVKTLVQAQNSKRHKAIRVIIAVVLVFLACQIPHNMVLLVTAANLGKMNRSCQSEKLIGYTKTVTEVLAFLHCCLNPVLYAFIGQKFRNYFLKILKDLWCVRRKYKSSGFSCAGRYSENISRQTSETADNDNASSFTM
APOBEC3G inh: inhibitors of human APOBEC3G DNA deaminase | Q9HC16 | recombinant A3G, ssDNA deamination FAM/TAMRA fluorescence | inhibition, % at 20 µM | 330,000 tested, 0.28% active;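 active = inhibition of at least 40% at 20 µM, with no more than 30% in the related APOBEC3A deaminase screen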;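 also: plate controls were DMSO wells with A3G for no effect and wells lacking A3G enzyme for full effect; some compounds called inactive have numbers as strong as hits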
The depositor's hits bear a star; / = no result given; & = joins results of further samples. Not a hit list; overall some 5.8% were active at least once.

SMILES | EBI2 antag | Gli-Sufu block | NR3A LBD binder | MPTP block | APOBEC3A inh | CXCR6 inh | CCR6 antagonist | APOBEC3G inh
O=C(NCc1ccco1)C1CCCN(S(=O)(=O)c2ccc(Cl)cc2)C1 (centres undefined) | 4 | 6 | 2 | 1.2 | -5 | 1 | 4 | -7
CCCOc1ccc(-c2nc(N3CCN(CC)CC3)c3ccccc3n2)cc1 | 1 | 4 | 1 | -0.7 | -4 | -2 | 17 | -9
O=C(Cc1cccs1)NCc1cccc(CNC(=O)Cc2cccs2)c1 | 2 | -11 | -2 | -0.6 | -6 | -3 | 4 | -6
CCn1c(CNc2ccc(Cl)cc2)nnc1SCC(=O)NCc1ccccc1 | 1 | / | -2 | -2.4 | 0 | 1 | -4 | -1
C[C@@H](NC(=O)c1nc[nH]c1C(=O)NC1CCN(C(=O)OC(C)(C)C)CC1)c1ccccc1 | -8 | 22 | -1 | -0.5 | -4 | 6 | 7 | -12
CCOc1cc2c(C#N)c(N3CCNCC3)nc(N)c2c(N)n1 | -12 | 8 | -5 | -0.9 | 5 | -27 | -1 | 2
O=C(c1cc(Cl)nc2ccccc12)N1CCN(S(=O)(=O)c2cccc(C(F)(F)F)c2)CC1 | -18 | 8 | 6 | -0.1 | 1 | -7 | 18 | -6
CCc1ccc(C(=O)NNC(=O)C2CSC3(C)CCC(=O)N23)cc1 (centres undefined) | 3 | -2 | 2 | -1.1 | 0 | 8 | 1 | -9
CC1(C)C(=O)N(CCN2CCC(C(=O)c3ccc(F)cc3)CC2)c2ccccc21 | 7 | -3 | 2 | 31 | -2 | -7 | 1 | -8
CCN(c1ccc(NC(=O)COC(=O)/C=C/c2ccco2)cc1)C(C)C | -1 | 1 | -4 | -1.2 | -2 | 7 | 15 | -2
Cc1ccc(NC(=O)c2nccnc2C(=O)O)cc1C | -4 | 5 | -1 | -1.0 | -4 | 12 | 4 | -11
CCOc1ccc(S(=O)(=O)N(C)c2ccc(OCC(=O)NCc3ccc(C(=O)OC)cc3)cc2)cc1 | -5 | 1 | 2 | 1.5 | 2 | 1 | 17 | 0
Cc1ccc(S(=O)(=O)Nc2cc(Cl)c(O)cc2C)cc1 | -16 | 9 | -3 | 65* | 5 | -9 | 5 | 1
C=CCOc1c(CNc2cccc(C(=O)O)c2)cccc1OCC | -4 | -3 | 0 | 0.4 | -3 | -10 | -9 | 27
COc1cccc(C(=O)Nc2ccc3c(c2)OCO3)c1OC | -14 | -46 | -1 | -1.5 | 1 | 3 | 8 | -2

For reference, three of the compounds above:
SMILES | EBI2 antag | Gli-Sufu block | NR3A LBD binder | MPTP block | APOBEC3A inh | CXCR6 inh | CCR6 antagonist | APOBEC3G inh
O=C(NCc1ccco1)C1CCCN(S(=O)(=O)c2ccc(Cl)cc2)C1 (centres undefined) | 4 | 6 | 2 | 1.2 | -5 | 1 | 4 | -7
CCCOc1ccc(-c2nc(N3CCN(CC)CC3)c3ccccc3n2)cc1 | 1 | 4 | 1 | -0.7 | -4 | -2 | 17 | -9
O=C(Cc1cccs1)NCc1cccc(CNC(=O)Cc2cccs2)c1 | 2 | -11 | -2 | -0.6 | -6 | -3 | 4 | -6

Following part.
SMILES | EBI2 antag | Gli-Sufu block | NR3A LBD binder | MPTP block | APOBEC3A inh | CXCR6 inh | CCR6 antagonist | APOBEC3G inh
O=C(Nc1ncccc1O)c1cccc(S(=O)(=O)NCc2ccccc2)c1 | 1 | 0 | 2 | -2.8 | -4 | -6 | 4 | -9
O=C(CCN=C1NS(=O)(=O)c2ccccc21)OCC(=O)c1ccc(F)c(F)c1 | 3 | 1 | 3 | -1.1 | -1 | 8 | 16 | -5
CN(c1ccccc1)S(=O)(=O)c1cccc(NC(=O)c2cncc(Br)c2)c1 | 6 | -4 | -7 | 36 | 5 | -2 | 18 | 1
CC(C)CC(NC(=O)/C(=C\c1ccco1)NC(=O)c1ccco1)C(=O)O (centres undefined) | -12 | -2 | 2 | -0.1 | 14 | -1 | 9 | 0
O=C(COC(=O)c1ccccc1C(=O)N1CCN(c2ccccc2)CC1)Nc1ccccc1 | 3 | 15 | -2 | 0.1 | 3 | -3 | 6 | -5
Cc1ccc(-c2nn(-c3ccccc3)cc2C(=O)N2CCN(c3ccccn3)CC2)cc1 | 5 | 7 | -1 | -3.8 | 1 | 10 | 7 | -6
CC(C)Oc1ccc(/C=N/NC(=O)c2ccc(N(Cc3ccccc3)S(C)(=O)=O)cc2)cc1 | 17 | 28 | -8 | -5.3 | -2 | 6 | -5 | -2
Cn1c(CO)cnc1SCC(=O)c1ccc(F)cc1 | -11 | -6 | -1 | -1.1 | 2 | 2 | 9 | -8
CSc1ccccc1OCc1cc(C(=O)N(C)Cc2ccc(C)o2)no1 | 10 | -7 | 0 | -1.5 | -3 | 3 | 8 | -2
COc1cc(C(=O)O[C@H]2C/C(C)=C/CC[C@]3(C)O[C@@H]3C(O)C2C(C)C)cc(OC)c1OC (some centres undefined) | -3 | 22 | 7 | 1.3 | -1 | 12 | 9 | -6
CC1CCCC(NC(=O)NC(=O)COC(=O)c2ccc(O)cc2O)C1C (centres undefined) | 11 | -3 | 9 | -0.3 | 85* | -5 | 7 | 5
CCCC(NC(=O)Cc1c(C)c2c(cc(C)c3c(C)coc32)oc1=O)C(=O)O (centres undefined) | -6 | 4 | 0 | -0.2 | -2 | 1 | 3 | 1
COc1ccc(C(C)(C)C)cc1NC(=O)C1CC(=O)N(C2CCCC2)C1 (centres undefined) | 9 | 2 | 3 | 0.9 | 0 | 0 | 12 | -6
C[C@@H](C(=O)CC(=O)OC(C)(C)C)[C@@H](O)c1ccccc1 | -9 | -5 | -2 | -0.7 | -1 | -9 | 5 | -4
O=C(Nc1ncc([N+](=O)[O-])s1)c1cccs1 | -2&4 | -33&-29 | -11&-5 | 8.5&10 | -1&0 | 13&10 | 18&25 | -3&1

Complete entries, quoted from the list. Order of values: EBI2 antag | Gli-Sufu block | NR3A LBD binder | MPTP block | APOBEC3A inh | CXCR6 inh | CCR6 antagonist | APOBEC3G inh
O=C(Nc1ncc([N+](=O)[O-])s1)c1cccs1 is listed as -2&4 | -33&-29 | -11&-5 | 8.5&10 | -1&0 | 13&10 | 18&25 | -3&1
O=C(COC(=O)c1ccccc1C(=O)N1CCN(c2ccccc2)CC1)Nc1ccccc1 is listed as 3 | 15 | -2 | 0.1 | 3 | -3 | 6 | -5
CC1CCCC(NC(=O)NC(=O)COC(=O)c2ccc(O)cc2O)C1C (centres undefined) is listed as 11 | -3 | 9 | -0.3 | 85* | -5 | 7 | 5
O=C(CCN=C1NS(=O)(=O)c2ccccc21)OCC(=O)c1ccc(F)c(F)c1 is listed as 3 | 1 | 3 | -1.1 | -1 | 8 | 16 | -5

Next structures follow:
SMILES | EBI2 antag | Gli-Sufu block | NR3A LBD binder | MPTP block | APOBEC3A inh | CXCR6 inh | CCR6 antagonist | APOBEC3G inh
C=CCNc1cnn(CC(C)=O)c(=O)c1Br | -8 | -16 | 0 | -1.1 | -1 | 0 | 5 | -2
Fc1cccc(Nc2nc(N3CCOCC3)nc(N3CCOCC3)n2)c1 | -13 | 8 | -2 | 0.1 | -3 | -4 | 10 | -1
CC1Cc2ccccc2N1C(=O)c1ccc(Br)o1 (centres undefined) | -12 | -72 | -3 | -0.7 | / | 10 | 6 | /
Cc1ccc(NC(=O)NC2=NN(c3ccccc3)C(=O)/C2=C2/CCCN2C)cc1 | 7 | 0 | -1 | 1.8 | 1 | -5 | -5 | -7
CCCCn1c(N)c(N(CC(C)C)C(=O)C2CCN(C(=O)c3ccc(Cl)cc3)CC2)c(=O)[nH]c1=O | -3 | -12 | 1 | 0.2 | 13 | 1 | 6 | -3
O=C1CCN(Cc2ccccc2)C=C1c1ccc(C(F)(F)F)cc1 | 69* | -6 | 3 | 0.3 | -2 | 0 | 18 | -2
O=C1SCC(c2ccccc2)=NN1Cc1ccccc1 | 13 | -2 | -1 | 0.3 | -2 | 6 | 0 | -5
CC(=O)/C(=N/Nc1ccccc1)N1CCOCC1 | 0 | 3 | 1 | 0.2 | 0 | -3 | 13 | -2
Cc1c(C(=O)NCCCN2CCCC2=O)oc2ccc(S(=O)(=O)N3CCOCC3)cc12 | -13 | 4 | 0 | -1.9 | -3 | 6 | -1 | -3
COc1cc2c(cc1OC)CN(C(=O)CCNS(=O)(=O)c1ccccc1F)CC2 | 0 | 0 | -1 | 1.0 | -1 | 4 | 1 | -9
Cc1cc(C)c(NC(=O)CNC(=O)CNC(=O)C2CCCCC2)c(C)c1 | -8 | -2 | 2 | -0.2 | -6 | 5 | -8 | -9
COCCNC(=O)c1ccccc1NC(=O)CN(c1ccc2c(c1)OCO2)S(C)(=O)=O | -10 | -15 | -2 | -0.4 | -4 | 2 | -5 | -8
CCN1C(=O)N/C(=C/c2cc(C)n(Cc3ccccc3)c2C)C1=O | -1 | -42 | -3 | 2.7 | -4 | 3 | 15 | -7
Cc1cc2nccc(-c3ccco3)n2n1 | -7 | -8 | -3 | -0.2 | 0 | -8 | 9 | -2
Cc1noc(/C=C/N(C)C)c1S(=O)(=O)N1CCN(c2ccccc2)CC1 | 5 | 0 | -1 | 0.8 | -4 | 3 | 9 | -4
CCN1C(=O)N[C@@H](c2cccc(C(F)(F)F)c2)[C@H](C(=O)OC)[C@H]1C | -6 | -12 | 2 | -0.9 | -3 | 2 | 6 | -9
CCCCNC(=O)CSc1nc2ccc(N3CCOCC3)cc2c(=O)n1CCc1ccccc1 | 32 | 7 | -4 | 9.8 | 2 | 1 | 3 | 3
COc1ccc2nc(SCCOC(=O)Nc3ccc(Cl)cc3)nc(C)c2c1 | 7 | 4 | -1 | 1.6 | -3 | -6 | 11 | -9
Cc1cccc2cc3c(N)c(C(=O)N4CCCc5ccccc54)sc3nc12 | 76* | 24 | 8 | 4.5 | 2 | -2 | 25 | -11
CCOC(=O)NC(C)N1C(=O)C2C3C=CC(C3)C2C1=O (centres undefined) | 1 | -3 | -1 | -1.0 | 0 | -2 | -10 | -7
O=C(OCC(=O)N1CCN(C(=O)COC(=O)c2ccncc2)CC1)c1ccncc1 | -3 | 0 | -1 | -0.4 | 1 | -3 | 0 | -2
CC(=O)[C@@]1(O)CC[C@H]2[C@@H]3CCC4=CC(=O)CC[C@]4(C)[C@H]3CC[C@@]21C | 4 | -8 | -1 | -0.4 | 0 | -6 | -8 | 8
N#Cc1c(SCC(=O)Nc2cccc(C(F)(F)F)c2)sc2c(O)cc(=O)[nH]c12 | 2 | 0 | 10* | 2.2 | 13 | -5 | 12 | 10
C=C(C)C(=O)Nc1ccc2c(c1)OCCOCCOCCO2 | -4 | 5 | 0 | 1.6 | 20 | 7 | 3 | 78*
COc1cc(/C=C(\C#N)C(=O)NCC2CCCO2)ccc1OCC(=O)O (centres undefined) | 6 | 1 | -2 | -1.4 | -4 | -25 | 4 | -9
CC(c1nnc(Sc2nnnn2-c2ccccc2)n1-c1ccc(F)cc1)N(C)C (centres undefined) | -1 | 4 | -3 | 0.4 | 0 | 5 | 1 | -2
COc1ccc(N=Cc2nc(-c3ccccc3)oc2OC(C)=O)cc1 | 4 | -11 | -1 | 6.3 | 0 | 25 | 29 | -2
COc1cc([N+](=O)[O-])cc(/C=N/NC(=O)C(C)Nc2cccc3ccccc23)c1O (centres undefined) | 56* | -3 | 6 | 9.4 | 0 | 56* | 48 | 1
O=C(Nc1ccccc1)N1CCCC(c2nc(-c3cccs3)no2)C1 (centres undefined) | 7 | 1 | -7 | 2.0 | 5 | -5 | 7 | -2
Cc1cccc(NC(=O)CSc2nnc(CN3CCOCC3)n2C)c1C | 0 | -4 | 1 | -3.2 | 4 | 0 | 14 | 4
Nc1ccc(C(=O)OCc2ccncc2)cc1[N+](=O)[O-] | 3 | -17 | 0 | -1.3 | 6 | -2 | 6 | -11
